# USP2a block = qHTS Assay for Inhibitors of Ubiquitin-specific Protease USP2a Using CHOP2 as the Reporter; 330,000 tested, 0.01% active; Potency, µM (highest dose often 38.3 µM), for the others: top-dose activity change, negative = inhibition, actives largely listed as inhibitors; AID 463254, 2010; USP2 core, Ub-CHOP2 coupled fluorogenic reporter, 485/531;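 further: potency means the concentration at half of the fitted maximal effect; plate controls were DMSO wells for no effect and full inhibition by NEM control for full effect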
#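 Deubiquitinase activity read as fluorescence (485/531 nm) after Ub-CHOP2 cleavage activates the enterokinase reporter on its substrate; USP2 core 10nM, Ub-CHOP2 and substrate 25nM each, 30min compound preincubation then 60min RT; data normalized to NEM, curves fitted.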
# ASM inhibitor = Inhibitors of Secretory Acid Sphingomyelinase (S-ASM): qHTS; Potency, µM (titrated, usually from 57.5 µM), for inactives: top-dose activity change, negative = inhibition, usual class: inhibitors; placental ASM, HMU-PC fluorogenic substrate, 60 min; 340,000 tested, 0.006% active; further: potency means the concentration at half of the fitted maximal effect
#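 HMU-PC0 cleavage (9 uM final) by human placental ASM, 60 min at 37 °C following 10 min compound exposure at RT; stopped at pH 10, fluorescence Ex 386/Em 447 nm.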
# ELG1 genotox = qHTS screen for small molecules that induce genotoxicity in human embryonic kidney (HEK293T) cells expressing luciferase-tagged ELG1; HEK293T ELG1-luciferase reporter, luminescence, 16 h; Potency, µM (titrated, usually from 46 µM), without a hit: at the top dose activity change, positive = activation, most hits filed as activators; 330,000 tested, 1.3% active; AID 504466, 2011; further: potency means the concentration at half of the fitted maximal effect; % of control where 0% means no effect; nearly all actives have a fitted effect of over 60% in size
#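 After overnight (16 hr) compound treatment at 37 °C, ELG1-luciferase HEK293T cells were lysed with ONE-Glo; luminescence quantified 30 min later at room temperature.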
# a7 integrin act = qHTS for Activators of Integrin-Mediated Alleviation for Muscular Dystrophy; alpha7betagal myoblasts, beta-gal FDG fluorescence, 48 h; 350,000 tested, 0.064% active; Potency, µM (top dose mostly 38.3 µM), for inactives: at the highest dose activation, most hits filed as activators;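 further: potency means the concentration at half of the fitted maximal effect; 100% = response of the positive control SU9516; nearly all actives have a fitted effect of over 60% in size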
#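 Alpha7betagal+/- myoblasts (passage 13) were plated 16-24 hr, then exposed to compounds (1:260 dilution of DMSO stock) for 48 hours at 37C. After MPER lysis, β-galactosidase reporter activity was read as FDG fluorescence (ex 480/em 540) after 30 minutes.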
# uPA generation = qHTS for Inhibitors of Cell Surface uPA Generation; cell surface uPA generation assay, qHTS; Potency, µM (titrated, usually from 38.3 µM), for the others: at the highest dose activity change, negative = inhibition, hits mostly inhibitors; 330,000 tested, 0.31% active; AID 540303, 2011; active means well fitted inhibition curve with a large enough effect; inconclusive means small, poorly fitted or top-dose-only effect; inactive means no such curve, though single readings can be large or run the other way; tested in mouse RAW 264.7 cells; further: potency means the concentration at half of the fitted maximal effect; on the % scale 0 is the no-effect control and ±100 the full control effect; nearly all actives have a fitted effect of over 55% in size
# Eya2 inh = qHTS Assay for Inhibitors of the Phosphatase Activity of Eya2; Protein phosphatase EYA2 (Homo sapiens), O00167; recombinant Eya2, OMFP fluorescence dephosphorylation (OMFP is methylfluorescein phosphate); Potency, µM (series often up to 76.9 µM), inactives show at the highest dose activity, negative = inhibition, most hits filed as inhibitors; 330,000 tested, 0.006% active; AID 488837, 2010; further: potency means the concentration at half of the fitted maximal effect; on the % scale 0 is the no-effect control and ±100 the full control effect
# Target sequence (O00167 whole entry, looked up): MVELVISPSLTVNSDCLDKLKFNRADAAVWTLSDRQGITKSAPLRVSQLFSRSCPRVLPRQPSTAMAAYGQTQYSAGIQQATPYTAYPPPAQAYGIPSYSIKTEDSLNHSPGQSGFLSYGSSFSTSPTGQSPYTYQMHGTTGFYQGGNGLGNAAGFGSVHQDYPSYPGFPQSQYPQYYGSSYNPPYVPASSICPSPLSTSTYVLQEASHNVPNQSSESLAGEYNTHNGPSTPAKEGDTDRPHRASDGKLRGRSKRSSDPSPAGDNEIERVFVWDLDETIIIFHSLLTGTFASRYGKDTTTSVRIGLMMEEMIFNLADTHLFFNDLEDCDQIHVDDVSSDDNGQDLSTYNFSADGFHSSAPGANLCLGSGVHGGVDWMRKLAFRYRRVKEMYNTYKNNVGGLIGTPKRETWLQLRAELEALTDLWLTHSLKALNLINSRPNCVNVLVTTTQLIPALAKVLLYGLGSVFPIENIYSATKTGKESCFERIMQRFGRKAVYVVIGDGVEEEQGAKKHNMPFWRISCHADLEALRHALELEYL
#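 Eya2 protein (added as 0.2 uM solution) was preincubated with compound for 10 min at ambient temperature in 50 mM HEPES pH 7.5, 50 mM NaCl, 5 uM MgCl2, 0.05% BSA, 1 mM DTT. OMFP (added at 50 uM) then reacted 10 min; fluorescence read at 485/525 nm.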
# B2AR arrestin = qHTS assay of beta-arrestin-biased ligands of beta2-adrenergic receptor | beta-arrestin recruitment to beta2AR, cell-based reporter | Potency, µM (doses to about 46.1 µM), inactives show at the top dose activation, actives largely listed as activators | 330,000 tested, 0.02% active | Beta-2 adrenergic receptor (Homo sapiens), P07550;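 further: potency means the concentration at half of the fitted maximal effect; 0% = DMSO controls and full agonism = EC100 isoproterenol or metaproterenol; nearly all actives have a fitted effect of over 65% in size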
# Target sequence (P07550 whole entry, looked up): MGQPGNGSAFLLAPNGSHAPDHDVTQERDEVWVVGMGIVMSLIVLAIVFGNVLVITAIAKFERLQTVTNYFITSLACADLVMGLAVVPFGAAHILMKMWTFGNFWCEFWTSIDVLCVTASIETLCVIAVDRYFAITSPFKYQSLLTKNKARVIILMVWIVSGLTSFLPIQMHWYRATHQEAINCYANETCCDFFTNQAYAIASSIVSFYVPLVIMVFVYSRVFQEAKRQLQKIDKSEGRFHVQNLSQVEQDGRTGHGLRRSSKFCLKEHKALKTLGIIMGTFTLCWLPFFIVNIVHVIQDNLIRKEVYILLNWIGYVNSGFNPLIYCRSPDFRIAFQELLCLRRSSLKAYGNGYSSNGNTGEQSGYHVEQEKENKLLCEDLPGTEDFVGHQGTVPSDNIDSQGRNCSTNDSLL
# p53 reactivation = qHTS assay for re-activators of p53 using a Luc reporter. H1299 p53-A138V BP100-luciferase reporter, luminescence, 24 h. Potency, µM (series often up to 92.2 µM), for the others: top-dose activity change, positive = activation, usual class: activators. 320,000 tested, 0.063% active. AID 504706, 2011; further: potency means the concentration at half of the fitted maximal effect; % of control where 0% means no effect; nearly all actives have a fitted effect of over 45% in size
#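 H1299 (p53-null), stable ts p53-A138V + BP100-Luc; 1000 cells/well, Opti-MEM/10% FBS; cpd 4 pt, 1:5; 24 h, 37 deg C, 5% CO2; detection reagent 10 min RT; luminescence.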
# PTAP TSG101 blk = qHTS Assay for Iinhibitors of HIV-1 Budding by Blocking the Interaction of PTAP/TSG101; Tumor susceptibility gene 101 protein (Homo sapiens), Q99816; Fluorescence polarization, FITC-PTAP peptide / Tsg101 binding; Potency, µM (highest dose often 115 µM), for the others: top-dose activity change, negative = inhibition, actives largely listed as inhibitors; 340,000 tested, under 10 active; active means well fitted inhibition curve with a large enough effect in the main read-out, with a control signal flat, not every such curve was filed as active; inconclusive means small, poorly fitted or top-dose-only effect, or effect the other way, or a change in a side signal; inactive means no such curve, though single readings can be large or run the other way; further: potency means the concentration at half of the fitted maximal effect; % of control where 0% means no effect
#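 Steps: Tsg101 binding domain dispensed (10 uM final), compounds pinned in DMSO, FITC-labeled PTAP-motif peptide added (50 nM final); after 20 min binding at room temperature, polarization measured.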
# TRPV1 agonist = HTS Assay for Compounds that Act as Agonists of the Vanilloid Receptor 1; Transient receptor potential cation channel subfamily V member 1 (Homo sapiens), Q8NER1; TRPV1-expressing cells, Fluo-8 calcium influx, agonist mode; activation, % at 8.33 µM; 320,000 tested, 0.19% active; in the data active means activation above about 80%; inconclusive means between about 30% and that limit; further: 0% is about no effect
#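 TRPV1-expressing cells were cultured overnight at 35.5C and loaded with Fluo-8 calcium dye for 40 to 90 min at room temperature. After a 10 s baseline, compound was added and calcium influx was read kinetically for 3 min (ex 480/em 520 nm).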
# BRCA1 expr act = qHTS Assay to Identify Small Molecule Activators of BRCA1 Expression; MCF7-BRCA1-FFLuc reporter, luminescence, 48 h; response scale: scaled: vehicle 0%, 10 µM genistein 100%; Potency, µM (titrated, usually from 46.1 µM), for inactives: at the top dose activation, actives largely listed as activators; 380,000 tested, 1.1% active; AID 624202, 2012; further: potency means the concentration at half of the fitted maximal effect; nearly all actives have a fitted effect of over 80% in size; some results filed as inactive show a strong effect at the top dose
#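 Luminescence from a BRCA1-driven firefly luciferase in MCF7 cells was read after 48 h compound exposure at 37 C. Data normalized against DMSO and a 10microM genistein activation control, then curve-fitted across the titration.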
# * marks the source's active call; other numbers are inactive results; ? = inconclusive; · = not tested or not shown; [ ] = remark or other dose. Unless noted, the call rests on the fitted dose curve; in most records, active means well fitted curve in the direction sought with a large enough effect; inconclusive means small, poorly fitted or top-dose-only effect, or another doubt; inactive means no such curve, though single readings can be large; an effect the other way counts as inactive or inconclusive.
SMILES,USP2a block,ASM inhibitor,ELG1 genotox,a7 integrin act,uPA generation,Eya2 inh,B2AR arrestin,p53 reactivation,PTAP TSG101 blk,TRPV1 agonist,BRCA1 expr act
CC1(C)C[C@H]2C3=CCC4[C@@]5(C)CC[C@H](O)C(C)(C)C5CC[C@@]4(C)[C@]3(C)[C@@H](O)[C@@H](O)[C@@]2(CO)[C@@H](O)[C@@H]1O (stereo partly specified),5%,-2%,12%,12%,-2%,1%,4.6%,3%,-1%,·,6%
CC(C)CC1NC(=O)N(CC(=O)N2CCCc3ccccc32)C1=O (stereo unspecified),-1%,6%,4%,-17%,-7%,?,-0.5%,0%,-1%,1,-16%
c1ccc(COc2ccc(OCCCNC3CCCC3)cc2)cc1,-1%,-6%,?,-59%[inhibitor],-5%,1%,0.1%,?,-1%,-2,-10%
CCOC(=O)CNc1c(-c2ccc(O)cc2)nc2ccccn12,0%,127%[activator],4%,-5%,·,18%,-0.6%,?,-6%,3,30%
CC(C)NC(=O)CN(Cc1ccccc1)S(=O)(=O)c1ccccc1,3%,3%,-3%,-2%,-3%,5%,0.0%,0%,-1%,17,13%
COc1ccc2[nH]c(C(=O)NCc3ccccc3)c(C)c2c1,1%,-2%,-2%,?,-3%,-1%,2.0%,9%,0%,11,58%
Cc1cc(NC(=O)c2ccco2)ccc1NC(=O)c1ccco1,2%,2%,?,?,·,6%,0.1%,26%,1%,-1,82%
Cc1c(NS(=O)(=O)c2cccc(C(=O)OCC(=O)N(C)C3CCCCC3)c2)c(=O)n(-c2ccccc2)n1C,2%,3%,-2%,?,-4%,13%,-0.1%,-2%,0%,0,0%
COc1cccc2cc(C(=O)NCc3ccc(C)cc3)c(=N)oc12,1%,-1%,?,17%,-2%,3%,0.1%,4%,-4%,9,5%
O=C1C(Cl)=C(O)C2(Cl)C(Cl)=C(Cl)C12Cl (stereo unspecified),·,4%,·,-6%,3%,·,·,·,-1%,·,-38%
O=C(OCC(=O)N1CCCCCC1)c1ccc(S(=O)(=O)N2CCOCC2)cc1,0%,1%,0%,10%,1%,-10%,-1.0%,-1%,-4%,1,-6%
O=C(O)c1ccc(NS(=O)(=O)c2ccc(Cl)c(Cl)c2)cc1O,2%,18%,0%,2%,5%,-1%,0.0%,1%,-4%,1,-20%
Cc1[nH]nc2c1C(c1cccs1)C1=C(CCCC1=O)N2 (stereo unspecified),4%,6%,1%,-10%,2%,-10%,0.4%,1%,-3%,-1,10%
CCOC(=O)C(=CNc1ccc(C(F)(F)F)cc1Cl)C(=O)OCC,2%,-3%,-1%,1%,-1%,-30%,-0.4%,0%,0%,·,41%
CCOC(=O)c1ccc(NC(=O)CSc2nnc(Cn3c(=O)sc4ccccc43)n2C)cc1,4%,3%,0%,-25%,0%,2%,-0.1%,-9%,-1%,-2,-7%
O=C(CSc1nc2c(c(=O)n1-c1ccc(Cl)cc1)SCC2)NCC1CCCO1 (stereo unspecified),·,3%,·,15%,-3%,·,·,·,-1%,1,-7%
Cc1cc(CN2CCCC(C(=O)Nc3cccc(-n4cccn4)c3)C2)cc(C)c1O (stereo unspecified),1%,3%,-8%,-28%,-5%,8%,0.1%,-5%,-7%,-2,-12%
Cc1nn(CC(=O)N2CCN(S(=O)(=O)c3ccccc3)CC2)c(C)c1[N+](=O)[O-],1%,-1%,1%,0%,12%,3%,-0.3%,-9%,-2%,0,0%
O=C(OCc1ccco1)c1cccnc1,7%,2%,-7%,-48%[inhibitor],-19%,1%,0.5%,22%,-4%,2,-26%
Cc1cc(=O)[nH]c2c(C)cc(S(=O)(=O)NCc3ccccc3)cc12,1%,·,-1%,-3%,1%,?,0.2%,-7%,-1%,-2,3%
CCn1cc(C(=O)O)c(=O)c2cnc(N3CCN(C(=S)NC(=O)c4ccccc4Cl)CC3)nc21,0%,-1%,-5%,?,-2%,4%,-0.6%,1%,2%,·,5%
COc1cc(OC)cc(C(=O)NCC2CCCN(Cc3cccc(C(C)=O)c3)C2)c1 (stereo unspecified),-1%,3%,-1%,-8%,9%,-10%,0.4%,·,-2%,0,-1%
COc1ccc(OCc2cc(C(=O)N(C)Cc3nccn3C)no2)c2ccccc12,3%,0%,-5%,-33%,7%,7%,0.4%,-11%,-6%,5,-52%
O=C(Oc1ccccc1C(=O)Oc1ccccc1)c1cccnc1,-1%,-1%,5%,-18%,?,-6%,0.2%,17%,-1%,?,-38%
Cc1cc(C)cc(C(=O)N2CC(=O)Nc3ccccc32)c1,7%,3%,?,22%,-14%,-12%,-0.2%,8%,1%,-4,-87%
COc1ccc(C(=O)N/C(=C\c2ccc3c(c2)OCO3)C(=O)NCCc2nc3ccccc3[nH]2)cc1,0%,-1%,-1%,-11%,2%,1%,0.2%,3%,-2%,-2,30%
COc1ccc(CN(C)CC(=O)NC(C)c2ccccc2)c(OC)c1 (stereo unspecified),0%,3%,-4%,-1%,-4%,-5%,-0.6%,9%,-3%,5,-12%
CC(CCc1ccccc1)NC(=O)N1CCOCC1 (stereo unspecified),0%,5%,1%,9%,0%,13%,-0.9%,-1%,-4%,?,-11%
Clc1ccc2c(c1)-c1[nH]ncc1CS2,0%,-1%,-1%,15%,4%,6%,0.2%,-3%,-1%,-13,-2%
O=C(OCC(=O)N1CCCCCC1)c1n[nH]c(=O)c2ccccc12,-3%,0%,-2%,-15%,2%,2%,-0.1%,2%,1%,-1,2%
CCn1c(-c2cccc(Br)c2)n[nH]c1=S,0%,-9%,-3%,-5%,-2%,2%,-0.6%,-5%,-2%,-2,-20%
CCC1CCCCN1S(=O)(=O)c1ccccc1[N+](=O)[O-] (stereo unspecified),0%,-5%,-4%,-9%,0%,4%,-1.3%,-3%,-11%,3,11%
COc1cc(C(=O)Nc2ccncc2)c([N+](=O)[O-])cc1OC,-3%,0%,-4%,17%,3%,20%,-0.1%,2%,-3%,·,-12%
CCCCCNc1nc2sc3c(c2c(=O)n1-c1cccc(Cl)c1)CCN(C)C3,-5%,12%,-5%,-11%,-4%,8%,-0.3%,2%,2%,-1,-53%
O=c1c(O)cccc2cc(O)c(O)c(O)c12,0%,-7%,5%,10%,?,-19%,-1.1%,-2%,-10%,1,-56%
CC(C)CC(CO)N1CCN(C(=O)c2ccc(C(C)(C)C)cc2)CCC1=O (stereo unspecified),-1%,1%,0%,14%,-3%,-3%,-0.8%,-1%,-6%,1,0%
C=CCn1c2ccccc2c2nnc(SC(CC)C(=O)Nc3nc(C)c(C(=O)OCC)s3)nc21 (stereo unspecified),2%,-9%,-7%,-1%,-1%,2%,0.1%,7%,-2%,-1,-5%
CCOC(=O)N1CCC(n2c(SCC(=O)Nc3ccccc3OC)nc3ccccc3c2=O)CC1,1%,-8%,-22%,-14%,3%,-29%,0.1%,2%,-4%,-1,-54%
COc1ncnc(-c2ccccc2)c1-c1ccccc1,·,-7%,·,5%,-3%,·,·,·,-4%,·,-22%
O=C(O)c1ccccc1C(=O)NCc1ccc(F)cc1,2%,3%,1%,16%,·,2%,-0.7%,5%,-4%,-2,-10%
CNC(=O)NC(=O)Cn1nc2n(c1=O)-c1ccccc1SC2,0%,5%,2%,4%,-1%,2%,0.5%,5%,0%,-4,-16%

# An excerpt from above in order of the Eya2 inh value, ascending:
SMILES | Eya2 inh
O=C(Oc1ccccc1C(=O)Oc1ccccc1)c1cccnc1 | -6%
C=CCn1c2ccccc2c2nnc(SC(CC)C(=O)Nc3nc(C)c(C(=O)OCC)s3)nc21 (stereo unspecified) | 2%
CCCCCNc1nc2sc3c(c2c(=O)n1-c1cccc(Cl)c1)CCN(C)C3 | 8%

# Source: PubChem
